# Screening results: PubChem, Sanford-Burnham Center for Chemical Genomics
# TAG inh: reduces triacylglycerol accumulation in H9c2 cells. inhibition, % at 12.5 µM. Nile Red lipid (TAG) fluorescence; cells loaded with 200 µM oleic acid. actives 0.66% (n = 230,000);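 active means pattern-corrected inhibition of lipid staining of at least 50% with the nuclear-stain viability signal not falling by more than 50%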;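 further: 0% = DMSO wells and 100% = triacsin C control wells; some results filed as inactive read as strong as hits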
# TAG inh DAPI viability: recorded beside TAG inh, whose call it bears; DAPI nuclei signal change (viability), lower = more cytotoxic, %;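 whole-well DAPI fluorescence read on a plate reader as a viability signal; minus 50 percent equals half of cells still viable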
# The depositor's hits bear a star; & = joins results of further samples.
1	CCOC(=O)CNS(=O)(=O)c1cc(-c2n[nH]c(=O)c3ccccc23)ccc1C
2	C[C@@H]1CN([C@@H](C)CO)C(=O)CCCn2cc(nn2)CO[C@H]1CN(C)S(=O)(=O)c1ccc(Cl)cc1
3	CCC(CC)c1nnc(NC(=O)C2=COCCO2)s1
4	COc1ccccc1CN1CC(C(=O)N(C)Cc2ccncc2C)CCC1=O (stereo not given)
5	OC[C@@H]1CN(Cc2ccc(-c3ccccc3)cc2)C[C@H](n2cnc3c(Nc4ccccc4)ncnc32)O1
6	O=C(Cc1ccsc1)NCC(=O)Nc1ccccc1Br

Assay by compound | 1 | 2 | 3 | 4 | 5 | 6
TAG inh | -5 | 3 | 8 | 12 | 27 | 12
TAG inh DAPI viability | -5 | 4 | -9 | 0 | 15 | 0

7	CCn1c(SCC(=O)c2c(N)n(C3CC3)c(=O)[nH]c2=O)nnc1-c1ccccc1OC
8	NC(=O)C1(C(N)=O)OC1c1ccc(Cl)cc1Cl (stereo not given)
9	O=C(Nc1nc(-c2ccccn2)cs1)c1cccc(S(=O)(=O)N2CCOCC2)c1
10	CC(=O)Nc1ccc(C(=O)N/C(=C/c2ccccc2)C(=O)Nc2cccc(C(=O)O)c2)cc1
11	O=C(/C=C/c1cccc(F)c1)N(c1ccccn1)C1CCCCC1
12	O=C(c1cc2ccccc2o1)N1CCN(c2cccc(Cl)c2)CC1

Assay by compound | 7 | 8 | 9 | 10 | 11 | 12
TAG inh | -12 | 2 | 9 | -2 | -10 | 0
TAG inh DAPI viability | -7 | -3 | -12 | 0 | -6 | 1

# Fetched by compound from the entries so far:
8	NC(=O)C1(C(N)=O)OC1c1ccc(Cl)cc1Cl (stereo not given)
10	CC(=O)Nc1ccc(C(=O)N/C(=C/c2ccccc2)C(=O)Nc2cccc(C(=O)O)c2)cc1

Assay by compound | 8 | 10
TAG inh | 2 | -2
TAG inh DAPI viability | -3 | 0

# Remaining list, next part
13	CCCn1c(N)c(C(=O)CSc2nc(C3CC3)n(-c3ccccc3)n2)c(=O)[nH]c1=O
14	O=C(Nc1nnc([C@H]2C[C@H](O)[C@@H](CO)O2)s1)c1ccccc1F
15	C#CCOCCOCCOCCNc1nc(N2CCN(C(=O)[C@H](CCC(=O)O)n3cc([C@@H](N)CC(N)=O)nn3)CC2)nc(N2CCN(C(=O)[C@H](CCC(=O)O)n3cc([C@@H](N)CC(N)=O)nn3)CC2)n1
16	CC(C)(C)OC(=O)C[C@@H]1C/C=C\C[C@H](CC(=O)NCCO)C(=O)N[C@H](Cc2ccccc2)COC1=O
17	CC(C)CNC(=S)N1CCC(NC(=O)c2ccco2)CC1
18	CCOc1cc(C#N)c(NC(=O)c2ccco2)cc1OCC

Assay by compound | 13 | 14 | 15 | 16 | 17 | 18
TAG inh | 8 | -5 | 4 | -8 | 2 | 44
TAG inh DAPI viability | -10 | 10 | 1 | 6 | 5 | -25

19	COc1cc(SC)ccc1C(=O)N1CCN(c2ccccc2OC)CC1
20	Cn1cccc1C1CCCN1CC(=O)Nc1c(Cl)cc(Cl)cc1Cl (stereo not given)
21	CCOC(=O)C1(Cc2ccccc2C)CCCN(C(=O)CSC)C1 (stereo not given)
22	Cc1ccc(C2C(C(=O)c3sc(-c4ccccc4)nc3C)=C(O)C(=O)N2CCN(C)C)o1 (stereo not given)
23	Cc1cccc(NC(=O)c2c(F)c(F)c(F)c(F)c2F)c1
24	COc1ccc(CCNS(=O)(=O)CCNC(=O)c2ccc(OC)cc2)cc1

Assay by compound | 19 | 20 | 21 | 22 | 23 | 24
TAG inh | 18 | -7 | -1 | 0 | 7 | -3
TAG inh DAPI viability | -8 | -2 | -4 | 2 | -1 | -6

25	CS(=O)(=O)N1N=C(c2ccco2)CC1c1ccccc1Cl (stereo not given)
26	CCOC(=O)c1sc2nc(C)nc(NCCc3ccccn3)c2c1C
27	Cc1ccc(CC(=O)Nc2ccc(S(=O)(=O)Nc3ncccn3)cc2)cc1
28	COc1ccc(Br)cc1S(=O)(=O)Nc1cccc(C)n1
29	COc1ccc(Cl)cc1C(=O)Nc1ccc(OCC(=O)N2CCOCC2)cc1
30	O=C(COC(=O)CC1CC2CCC1C2)Nc1ccc(F)cc1Cl (stereo not given)

Assay by compound | 25 | 26 | 27 | 28 | 29 | 30
TAG inh | -11 | 1 | 4 | -6 | 4 | -5
TAG inh DAPI viability | 3 | 26 | -11 | 4 | -17 | 4

# Gathered by group: those above with an aryl thioether with sulfur outside any ring (three)
7	CCn1c(SCC(=O)c2c(N)n(C3CC3)c(=O)[nH]c2=O)nnc1-c1ccccc1OC
13	CCCn1c(N)c(C(=O)CSc2nc(C3CC3)n(-c3ccccc3)n2)c(=O)[nH]c1=O
19	COc1cc(SC)ccc1C(=O)N1CCN(c2ccccc2OC)CC1

Assay by compound | 7 | 13 | 19
TAG inh | -12 | 8 | 18
TAG inh DAPI viability | -7 | -10 | -8

# The results go on:
31	O=C(Cc1ccc(F)cc1)N1CCN=C1SCc1cccc([N+](=O)[O-])c1
32	CSc1ccc(S(=O)(=O)Nc2ccccc2C(=O)N2CCOCC2)cc1
33	COCCN(C(=O)C1CC(=O)N(Cc2ccc(C)cc2)C1)c1c(N)n(CC(C)C)c(=O)[nH]c1=O (stereo not given)
34	CN(CC(=O)Nc1cc(Cl)ccc1C#N)C1CCS(=O)(=O)C1 (stereo not given)
35	O=C(Nc1cccc(Cc2ccccc2)c1)Nc1cccc2[nH]c([C@@H]3O[C@H](CO)[C@@H](O)[C@H](O)[C@H]3O)nc12
36	CNC(=O)CSc1nnc(C(C)C)n1C

Assay by compound | 31 | 32 | 33 | 34 | 35 | 36
TAG inh | -7 | 2 | -7 | 2 | 15 | 7
TAG inh DAPI viability | 0 | -4 | -15 | 1 | -1 | 3

37	Cc1nc(-c2ccc(NC(=O)c3ccccc3C)cc2)cs1
38	Cc1ccc(N2CC(C(=O)N3CCC4(CC3)CC(=O)c3ccccc3O4)CC2=O)cc1C (stereo not given)
39	C[C@]12C(=O)N(c3cccc(F)c3)C(=O)N1[C@@H]1c3ccccc3OC[C@@H]1[C@H]2c1ccccc1
40	O=C(CCN1CCN(CCO)CC1)Nc1cccc(Br)c1
41	CCOC(=O)[C@H]1[C@H]2COc3ccc(C)cc3[C@@H]2N2C(=O)c3cc(F)c(F)cc3NC(=O)[C@@]12C
42	CC1(C)CC(=O)C2=C(C1)OC(/N=C/N1CCCC1)=C(C#N)C2c1ccccc1 (stereo not given)

Assay by compound | 37 | 38 | 39 | 40 | 41 | 42
TAG inh | 1 | -13 | 10 | -5 | 14 | -1
TAG inh DAPI viability | -6 | -4 | -7 | 1 | -7 | 5

# Results in sequence from above:
# Nos. 37 to 42 in TAG inh DAPI viability read -6, -4, -7, 1, -7, 5

# (more compounds)
43	CCc1nc2c(OCc3ccc(F)c(F)c3)cccn2c1N(C)C(=O)c1ccco1
44	CSC1=N/C(=C\c2ccccc2Cl)C(=O)N1N(C)C
45	COc1ccc(OC)c(C(C)NC(=S)NC2CCCCC2)c1 (stereo not given)
46	COC(=O)CCCCCN1C(=O)NC(C2CC2)C(C(=O)OCc2ccccc2)=C1C (stereo not given)
47	Cc1nc(-c2ccc(F)cc2)c(CC(=O)N(C)CC(=O)Nc2ccc(F)cc2)s1
48	N#CNC(=Nc1ccccc1)SCc1ccc(C(=O)O)cc1

Assay by compound | 43 | 44 | 45 | 46 | 47 | 48
TAG inh | 7 | -18 | 2 | -23 | -5 | 4
TAG inh DAPI viability | -19 | 1 | -2 | -1 | -12 | -5

49	O=C(Nc1ccc(C(=O)O)cc1)Nc1ccc(F)cc1F
50	CSCCC(NS(=O)(=O)c1ccc(F)cc1)C(=O)NCc1ccc(S(N)(=O)=O)cc1 (stereo not given)
51	Clc1ccc(OCCSc2ncccn2)c(Br)c1
52	COc1ccc(NS(=O)(=O)c2ccc(N3CC(O)=C(c4ccccc4)C3=N)cc2)cc1
53	CCN1CCN(C(=O)CSc2cc(=O)n(C)c3ccccc23)CC1
54	CCCc1cc(=O)oc2c(CN3CCCC3)c(O)ccc12

Assay by compound | 49 | 50 | 51 | 52 | 53 | 54
TAG inh | -11 | 4 | -2 | 8 | 7 | -23
TAG inh DAPI viability | 2 | 7 | 0 | -4 | -1 | 149

55	CCN(CC(=O)Nc1ccccc1SC)Cc1nc2ccccc2c(=O)[nH]1
56	Cc1ccc(-c2nc(-c3ccccc3)no2)cc1
57	CCOC(=O)c1cn2nc(SCc3ccccc3)nc2nc1C
58	COc1ccc(OCc2cn3c(C)cc(C)nc3n2)cc1
59	c1ccc(-c2nnc(OCC3CCCO3)c3ccccc23)cc1 (stereo not given)
60	O=C(CSc1nnc(NC(=O)c2ccco2)s1)Nc1cccc(F)c1

Assay by compound | 55 | 56 | 57 | 58 | 59 | 60
TAG inh | 12 | -2 | -18 | 11 | 3 | 30
TAG inh DAPI viability | -9 | -1 | 1 | 0 | -10 | -5

# By substructure, the entries above containing a thiophene ring, fused or not.
6	O=C(Cc1ccsc1)NCC(=O)Nc1ccccc1Br
26	CCOC(=O)c1sc2nc(C)nc(NCCc3ccccn3)c2c1C

Assay by compound | 6 | 26
TAG inh | 12 | 1
TAG inh DAPI viability | 0 | 26

# (further entries)
61	CCOC(=O)CNC(=O)CSc1ncnc2c1cnn2-c1ccc(C)cc1
62	CCOC(=O)N1CCN(C(=O)CSc2nc3ccccc3c(=O)n2-c2ccccc2)CC1
63	CCS(=O)(=O)Nc1cccc(C2=NN(S(=O)(=O)c3ccccc3)C(c3ccco3)C2)c1 (stereo not given)
64	CC(C)(C)C(=O)N(Cc1ccc(Cl)cc1)Cc1cccnc1
65	COc1ccc(C(=O)OCC(=O)N(Cc2ccccc2)Cc2ccccc2)c(O)c1
66	O=C(COC(=O)CNC(=O)c1cccc(OC(F)F)c1)NCc1ccc2c(c1)OCO2

Assay by compound | 61 | 62 | 63 | 64 | 65 | 66
TAG inh | 4 | 5 | -5 | 5 | -7 | -2
TAG inh DAPI viability | -4 | 0 | -2 | 2 | 0 | 4

67	Cc1cc2occ(CC(=O)NCc3cccs3)c2cc1C(C)C
68	O=C(O)c1cc(S(=O)(=O)NCC2COc3ccccc3O2)ccc1Cl (stereo not given)
69	COc1cc(C(=O)N2CCN(c3ccc([N+](=O)[O-])cc3)CC2)ccc1OCc1c(C)noc1C
70	Cc1ccc(C(=O)N2CCN(C)CC2)cc1S(=O)(=O)N1CCCCCC1
71	CN(CC(=O)Nc1c(Cl)cccc1Cl)C(=O)CCC1CCCC1
72	c1ccc(CN2CCC3CC2c2cc(N4CCCCC4)ccc23)cc1 (stereo not given)

Assay by compound | 67 | 68 | 69 | 70 | 71 | 72
TAG inh | 14 | -5 | 5 | 2 | 17 | 2
TAG inh DAPI viability | 9 | -10 | -3 | -3 | -2 | 7

73	CC(=O)c1cccc(CN2CCC(n3nccc3NC(=O)c3ccc4c(c3)OCO4)CC2)c1
74	COc1ccc(S(=O)(=O)N2CCCCCC2)cc1C(=O)N1CCN(C(C)=O)CC1
75	Cn1c(CCCCCN)nc2ccccc21
76	COC(=O)c1ccccc1NC(=O)CCC(=O)N1CCSc2ccccc21
77	CCOc1ccc2oc(C(=O)OCC(=O)NC3CCCCC3)c(C)c2c1
78	C[C@@H]1CN([C@H](C)CO)C(=O)CCCn2nncc2CO[C@H]1CN(C)Cc1ccc(Oc2ccccc2)cc1

Assay by compound | 73 | 74 | 75 | 76 | 77 | 78
TAG inh | 36 | -6 | -10 | 3 | -4 | -1
TAG inh DAPI viability | 1 | 7 | 0 | 4 | 0 | 2

79	C/C=C\C(=O)Nc1cccc(C2=NOC3(C2)C[C@@H](C(N)=O)N(C(=O)CC(c2ccccc2)c2ccccc2)C3)c1 (stereo not given in full)
80	Cn1c2ccccc2c2c(C(=O)NCCCN3CCCC3=O)cn(C3CCCCC3)c(=O)c21
81	O=C(COc1ccc(Cl)cc1)Nc1nnc(S(=O)(=O)N2CCCCCC2)s1
82	CC1CC(C)CN(C(=O)C(C)N(C)CC(=O)Nc2ccccc2Cl)C1 (stereo not given)
83	C[C@H](CO)N1C[C@H](C)[C@@H](CN(C)C(=O)Nc2ccc(N3CCN(C)CC3)cc2)OCc2cnnn2CCCC1=O
84	COc1cc(CNCCSc2nnnn2C)cc(Br)c1OCc1ccccc1F

Assay by compound | 79 | 80 | 81 | 82 | 83 | 84
TAG inh | 6 | -4 | 6 | 3 | 15 | -17
TAG inh DAPI viability | 3 | 8 | -3 | -17 | 6 | 16

85	Cc1c(C(=O)N2CCN(c3ccccc3)CC2)oc2c(F)cccc12
86	O=C(Nc1cccc(C(=O)N2CCCC2)c1)C1CCCC1
87	Cc1cnc(C)c(N2CCN(Cc3nc(-c4ccccc4)no3)CC2)n1
88	O=C(NCCCc1ccccc1)N1CCOCC1
89	COc1ccccc1OCC(=O)Nc1ccccc1C(=O)NC1CC1
90	CCn1c(O)c(N=NC2=NC(=O)CS2)c2cc(C)ccc21

Assay by compound | 85 | 86 | 87 | 88 | 89 | 90
TAG inh | -14 | 4 | -3 | 1 | 8 | 17
TAG inh DAPI viability | -1 | -1 | 5 | -2 | -6 | -7

91	Cc1ccc2c(c1)c1c3n2CCNC3CCC1 (stereo not given)
92	Cc1cccc(-n2ccnc2CN2CCC(CO)(Cc3ccccc3)CC2)c1
93	Cc1noc(C)c1C(=O)NCc1ccccc1
94	CCn1c(O)c(/C=C2\C=NN=C2c2ccccc2)sc1=S

Assay by compound | 91 | 92 | 93 | 94
TAG inh | 21&9 | -16 | -3 | -2
TAG inh DAPI viability | 8&10 | -1 | -2 | 0

# Some of the compounds tested. The share of hits here may be higher or lower than overall.
